Bioassay records: PubChem, several laboratories
OX1R antagonist: human HCRTR1 antagonism | CHO/OX1R cells, Fluo-8 calcium fluorescence, orexin A | inhibition, % at 5 µM | 0.43% of 330,000 active;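 active means inhibition above its plate's threshold, mean inhibition of all tested compounds on the plate plus 3 SD, cut at about 37% in these data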;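 further: 0% = orexin A challenge wells and 100% = SB-334867-A antagonist wells; not every result past the cut was called active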
Target sequence (O43613 whole entry, looked up): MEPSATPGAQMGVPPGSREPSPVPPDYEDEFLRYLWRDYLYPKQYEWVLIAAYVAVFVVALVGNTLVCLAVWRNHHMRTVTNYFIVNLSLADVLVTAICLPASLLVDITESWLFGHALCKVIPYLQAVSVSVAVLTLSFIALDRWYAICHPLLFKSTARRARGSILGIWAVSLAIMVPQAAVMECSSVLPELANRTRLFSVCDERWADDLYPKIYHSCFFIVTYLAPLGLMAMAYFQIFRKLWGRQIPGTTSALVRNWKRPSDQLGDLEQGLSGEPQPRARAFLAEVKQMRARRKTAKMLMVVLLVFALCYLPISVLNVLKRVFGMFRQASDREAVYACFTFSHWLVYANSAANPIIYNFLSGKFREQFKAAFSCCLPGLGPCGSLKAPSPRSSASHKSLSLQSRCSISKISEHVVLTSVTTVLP
CHT allo act: allosteric activators of human choline transporter CHT; Q9GZV3; CHT-expressing cells, membrane potential dye, choline EC20; stronger effect = higher value; LV-AA mutant CHT in HEK293 cells; B-score at 10 µM; 0.49% of 310,000 active; AID 488977;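 active means initial fluorescence not abnormally high and integrated response B-score, plate-corrected, over 3 SD above library mean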
Target sequence (Q9GZV3 whole entry, looked up): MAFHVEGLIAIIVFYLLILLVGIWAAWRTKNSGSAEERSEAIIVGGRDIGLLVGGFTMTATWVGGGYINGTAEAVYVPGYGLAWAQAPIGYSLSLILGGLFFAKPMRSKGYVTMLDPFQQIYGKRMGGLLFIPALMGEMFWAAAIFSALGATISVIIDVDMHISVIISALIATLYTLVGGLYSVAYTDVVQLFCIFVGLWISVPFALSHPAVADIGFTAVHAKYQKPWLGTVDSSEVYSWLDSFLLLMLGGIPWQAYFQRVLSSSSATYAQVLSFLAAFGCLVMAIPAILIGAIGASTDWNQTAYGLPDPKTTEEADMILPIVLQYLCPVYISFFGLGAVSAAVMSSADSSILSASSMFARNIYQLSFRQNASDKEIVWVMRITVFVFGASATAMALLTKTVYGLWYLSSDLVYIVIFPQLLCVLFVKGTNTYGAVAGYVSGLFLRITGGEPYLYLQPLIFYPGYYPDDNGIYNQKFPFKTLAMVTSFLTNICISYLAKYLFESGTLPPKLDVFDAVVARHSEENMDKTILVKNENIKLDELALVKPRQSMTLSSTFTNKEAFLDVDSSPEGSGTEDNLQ
* = called active by the depositor; i = inactive; / = no result given. An unsorted share of the library (roughly 0.8% active in at least one column).

SMILES	OX1R antagonist	CHT allo act
CS(=O)(=O)N(Cc1ccc(C(=O)NC2CCCC2)cc1)c1ccccc1	-7	i
CC(C)(C)OC(=O)C[C@@H]1C/C=C\C[C@H](CC(=O)N(CCO)Cc2ccccc2)C(=O)N[C@H](Cc2ccccc2)COC1=O	-10	/
CC1(C)CC2CC(C)(CN2S(=O)(=O)c2cccc(C(=O)OCC(=O)NC(N)=O)c2)C1 (stereo not given)	-26	i
Cc1ccc(Nc2ncc(C(=O)NCCCN3CCN(C)CC3)c3ccccc23)cc1Cl	-33	i
COc1ccc([C@H]2CC(=O)C=C(c3ccc(Oc4ccccc4)cc3)C2)cc1OC	-7	/
COc1ccccc1-c1cnnc(N/N=C/c2ccc(-c3cccc(Br)c3)o2)n1	-39	i
Cn1c(COc2ccccc2)nnc1SCC(=O)NCc1ccccc1	-17	i
Cc1cc(Cl)c(OCCOCCN2CCCC(C)C2)c(Br)c1 (stereo not given)	-29	i
CNC(=O)CN(c1cc(C)ccc1C)S(C)(=O)=O	-11	i
Cc1cccc(N2CCN(C(=O)c3ccc4nc(-c5ccco5)c(-c5ccco5)nc4c3)CC2C)c1 (stereo not given)	-37	i
CCOC(=O)C1CCN(Cc2nnc(-c3cccc(Br)c3)o2)CC1	-16	i
CC(=O)Nc1ccc(CN2CCCC(C(=O)c3ccc(C(F)(F)F)cc3)C2)cc1 (stereo not given)	-45	i
Cc1ccc(Nc2cc(C)nc3ccc(C)cc23)cc1	-20	i
COc1ccc2[nH]c3c(NCc4ccco4)ncnc3c2c1	-17	i
O=C(CCc1ccc(S(=O)(=O)N2CCOCC2)cc1)Nc1ccccc1F	-18	/
Cc1cc(C)c(NC(=O)C2CCCN2CCO)c(C)c1 (stereo not given)	-11	i
Cc1ccc(C2C3=C(CC(C)(C)CC3=O)N=C3c4ccccc4C(=O)C32)cc1 (stereo not given)	-6	i
COc1ccccc1CC1(C)NC(=O)N(CC(=O)Nc2cc(C)on2)C1=O (stereo not given)	-3	i
Cn1c(=O)nc2n(Cc3ccccc3)c3cccc(Cl)c3cc-2c1=O	-9	i
CC(=O)N1CCCc2ccc(NS(=O)(=O)c3ccccc3)cc21	-17	i
COc1cccc(NC(=O)c2sc3nc(N4CCOCC4)c4c(c3c2N)CCCC4)c1	-11	i
Cn1c(=O)[nH]c(=O)c2c1nc(Br)n2CCSc1ncccn1	-10	i
CC1(C)CC(=O)C=C(NCCN2CCN(C(=S)NC3CCCCC3)CC2)C1	-14	i
COc1ccc(N(C(=O)c2cccnc2)S(=O)(=O)c2ccc(OC)c(OC)c2)cc1	-18	i
O=C(Nc1ccccc1)OC1CCCCc2cccnc21 (stereo not given)	-22	i

Structural class: those above with an aryl methoxy group (6)
SMILES	OX1R antagonist	CHT allo act
COc1ccc([C@H]2CC(=O)C=C(c3ccc(Oc4ccccc4)cc3)C2)cc1OC	-7	/
COc1ccccc1-c1cnnc(N/N=C/c2ccc(-c3cccc(Br)c3)o2)n1	-39	i
COc1ccc2[nH]c3c(NCc4ccco4)ncnc3c2c1	-17	i
COc1ccccc1CC1(C)NC(=O)N(CC(=O)Nc2cc(C)on2)C1=O (stereo not given)	-3	i
COc1cccc(NC(=O)c2sc3nc(N4CCOCC4)c4c(c3c2N)CCCC4)c1	-11	i
COc1ccc(N(C(=O)c2cccnc2)S(=O)(=O)c2ccc(OC)c(OC)c2)cc1	-18	i

The results go on.
SMILES	OX1R antagonist	CHT allo act
CN(C)c1nc(-c2cccnc2)nc(-c2ccccc2)c1C#N	/	i
COCc1ccc(C(=O)N2CCN(CC(=O)N3CCCC3)CC2)cc1	-5	/
CN(C)S(=O)(=O)Oc1ccccc1C(=O)Nc1ccc(F)cc1	-10	i
CCC(=O)N1c2ccc(S(=O)(=O)N3CCCCC3)cc2CC1C (stereo not given)	-37	i
CCOc1ccc(C(=O)NCCC(=O)NCCCC(=O)O)cc1	-6	i
O=C(O)CCC(=O)Nc1ccc(F)cc1	-19	i
O=C1NC[C@@H](c2ccccc2)OC(=O)[C@H](Cc2ccc(F)cc2)C/C=C\C[C@H]1CC(=O)N(CCO)Cc1ccccc1	-25	/
O=C(CC(C(=O)O)c1c(F)cccc1Cl)c1ccc(Cl)cc1 (stereo not given)	-24	i
CCN(CC)S(=O)(=O)c1ccc(-c2nnc(SCC(N)=O)n2CC)cc1	1	i
Cc1cc(SCC(=O)c2cccc([N+](=O)[O-])c2)nc(=O)[nH]1	-13	i
CCC1(c2ccccc2)NC(=O)N(CC(=O)NCc2ccc(OC)cc2)C1=O (stereo not given)	-20	i
NC(=O)[C@H]1CC2(CC(c3cccc(NC(=O)COc4ccc(Cl)cc4)c3)=NO2)CN1C(=O)C(c1ccccc1)c1ccccc1 (stereo not given in full)	8	i
CC(C)c1ccc(SCc2noc(C(=O)NCC3CCCO3)c2C(=O)O)cc1 (stereo not given)	-19	i
O=C(Nc1ccc(S(=O)(=O)Nc2ncccn2)cc1)c1cnc(Cl)c(Cl)c1	-13	i
Cc1onc(-c2ccccc2Cl)c1C(=O)Nc1ccc(Br)cc1	-18	i
O=c1oc(-c2cccs2)nc2c1cnn2-c1ccccc1	-24	i
CCOC(=O)CNC(=O)CSc1nccn1Cc1ccco1	-7	i
Cc1c(C(=O)N(C)C)c2cc(Cl)ccc2n1O	-17	i
Cc1ccc2[nH]c(CCN(C)C)c(CC#N)c2c1	-6	i
CCn1c(SCC(=O)Nc2cc(C)nn2-c2ccccc2)nnc1-c1cccs1	-23	i
CCC(C)NCC(=O)Nc1cc(S(=O)(=O)N(CC)c2ccccc2)ccc1Cl (stereo not given)	-21	i
COc1ccc(C(C(=O)NC2CCCCC2)N(C(=O)Cc2c[nH]c3ccccc23)c2ccccc2)cc1OC (stereo not given)	-35	i
Cc1cccc(Cc2nnc(CCC(=O)N3CCCC(CN4CCOCC4)C3)o2)c1 (stereo not given)	-18	i
CCS(=O)(=O)N1CCc2nc(-c3ccccc3)sc2C1	-33	i
CCNc1nc(NCC)n2c(SCC(=O)Nc3ccc(F)cc3[N+](=O)[O-])nnc2n1	-21	i

Profiles, looked up by structure. Order of values: OX1R antagonist, CHT allo act
CCNc1nc(NCC)n2c(SCC(=O)Nc3ccc(F)cc3[N+](=O)[O-])nnc2n1 is listed as -21, i
O=C(O)CCC(=O)Nc1ccc(F)cc1 is listed as -19, i
CCS(=O)(=O)N1CCc2nc(-c3ccccc3)sc2C1 is listed as -33, i
Cc1cccc(Cc2nnc(CCC(=O)N3CCCC(CN4CCOCC4)C3)o2)c1 (stereo not given) is listed as -18, i
CN(C)S(=O)(=O)Oc1ccccc1C(=O)Nc1ccc(F)cc1 is listed as -10, i

Other results.
SMILES	OX1R antagonist	CHT allo act
CCOc1cc(C)c(Cl)cc1S(=O)(=O)n1ccnc1	-19	i
Cn1cccc1/C=C1\CC(C(C)(C)C)C/C(=C\c2cccn2C)C1=O (stereo not given)	6	i
CCCNc1cc(=O)n(C)c(=O)n1C	-5	i
O=C(O)COc1ccc(-c2nnn(CC(=O)O)n2)cc1	12	i
Cc1ccc(-n2nnnc2SCC(=O)N2CCc3ccccc3C2)c(C)c1	-21	i
C/C(CC(=O)NC1CCCC1)=N\NC(=O)Cc1cccs1	-11	i
Cc1cc2cc(CNC(=O)c3cccs3)ccc2n1C	-18	i
Cn1nc(C(=O)Nc2ccc(S(=O)(=O)Nc3ncccn3)cc2)ccc1=O	-9	i
O=C(NCCN1C(=O)CSC1=O)c1ccccc1	2	i
COc1ccccc1CNS(=O)(=O)c1cc(C)ccc1OC	-4	i
Cc1noc(C)c1CN1C(=O)NC2(CCCCCCC2)C1=O	-13	i
CNC(=O)CSc1cn(CC(=O)N(C(C)C)C(C)C)c2ccccc12	-14	i
COc1ccc(/C=N/NC(=O)c2ccc3ccccc3c2)cc1OS(=O)(=O)c1ccc(NC(C)=O)cc1	60*	i
FC(F)(F)c1nnc2ccc(N3CCN(c4ccccc4)CC3)nn12	-16	i
COC(=O)c1ccc(-c2noc(CN(Cc3nccn3C)C(C)C)n2)cc1	-26	i
CCOc1ccc2[nH]c3c(NCCOC)ncnc3c2c1	-2	i
CCCc1cc(=O)[nH]c(SCC(=O)NCCN2C(=O)CSC2=O)n1	-13	/
Cc1ccc(CS(=O)Cc2ccc(C(=O)NCc3ccc(OC(C)C)cc3)o2)cc1 (stereo not given)	-29	i
O=C(Cc1cccs1)N1CCC(c2nc3c(nnn3Cc3ccc(F)cc3)c(=O)[nH]2)CC1	-26	i
Cn1ncc(Br)c1C(=O)Nc1ccc(Cl)cn1	-15	i
CCOC(=O)c1ccc(NC(=O)CSC2=NN3CCCC(=O)N=C3S2)cc1	-15	i
Cc1ccc(-c2nnc(Nc3ccc(C(=O)N(C)C)cc3)c3ccccc23)cc1S(=O)(=O)NCC1CCCO1 (stereo not given)	-44	i
CCOC(=O)N1CCC(NC(=O)CSCc2nc(-c3ccccc3Cl)oc2C)CC1	-12	i
O=C1/C(=C/c2ccccc2)CCC1C1CCCC1 (stereo not given)	-3	i
Cc1cccc2cc(/C=C3\N=C(c4ccccc4)OC3=O)c(N3CCOCC3)nc12	-3	i

Shown bar-delimited: seven of the compounds above.
Structure | OX1R antagonist | CHT allo act
COC(=O)c1ccc(-c2noc(CN(Cc3nccn3C)C(C)C)n2)cc1 | -26 | i
O=C(Cc1cccs1)N1CCC(c2nc3c(nnn3Cc3ccc(F)cc3)c(=O)[nH]2)CC1 | -26 | i
Cc1cc2cc(CNC(=O)c3cccs3)ccc2n1C | -18 | i
Cc1ccc(-c2nnc(Nc3ccc(C(=O)N(C)C)cc3)c3ccccc23)cc1S(=O)(=O)NCC1CCCO1 (stereo not given) | -44 | i
Cc1cccc2cc(/C=C3\N=C(c4ccccc4)OC3=O)c(N3CCOCC3)nc12 | -3 | i
Cn1ncc(Br)c1C(=O)Nc1ccc(Cl)cn1 | -15 | i
O=C(O)COc1ccc(-c2nnn(CC(=O)O)n2)cc1 | 12 | i

Carrying on.
SMILES	OX1R antagonist	CHT allo act
COc1cccc(-n2nnnc2SCC(=O)NC2CCCC2)c1	-18	i
c1cnn(-c2cncc(-n3cccn3)n2)c1	-7	i
COc1ccc(-c2nc3n(c(=O)c2C#N)CCS3)c(OC)c1	-18	i
O=C(O)C1CCCCC1C(=O)Nc1cccc2ccccc12 (stereo not given)	-6	i
Oc1cc(O)cc(-c2cc3ccc(O)cc3o2)c1	-4	i
CC(C)(C)C(=O)CNS(=O)(=O)c1ccc(S(=O)(=O)NC2CC2)cc1	-26	i
CCCn1nnc(NC(=O)c2cccc(OCc3ccccc3)c2)n1	-19	i
Cc1ccc(Cn2nnnc2CN2CCC(c3nc4ccc(Cl)cc4[nH]3)CC2)cc1	20	i
CC(C)c1ccc(NC(=O)COC(=O)c2nn(C)c(=O)c3ccccc23)cc1	-2	/
Cc1cccc(N2CCN(C(=O)c3ccc4ccccc4c3)CC2C)c1 (stereo not given)	-24	/
COc1ccc2c(-c3ccc(OCCN4CCOCC4)cc3)c(-c3ccccc3OC)sc2c1	-66	/
CCOC(=O)C1=NN(c2ccccc2)C2=NC(C)=C(C(=O)OC)C(c3ccc(C)cc3)N12 (stereo not given)	-16	i
CCS(=O)(=O)NCC(c1ccco1)N1CCN(c2ccccc2)CC1 (stereo not given)	-7	i
NC(=O)c1ccccc1Br	-2	i
CC(C)CN(C(=O)CN1CCN(S(=O)(=O)c2ccccc2)CC1)c1c(N)n(CC(C)C)c(=O)[nH]c1=O	14	i
CS(=O)(=O)N1CCN(C(=O)c2cc(-c3ccncc3)nc3ccc(Cl)cc23)CC1	6	i
CC(C)c1onc(C(=O)N2CCCCC2C)c1[N+](=O)[O-] (stereo not given)	-10	i
Cc1ccc(C)c(N(CC(=O)NC2CCCCC2)C(=O)c2csnn2)c1	-35	i
Cn1c2ccccc2c(=O)c2cc(C#Cc3ccccn3)ccc21	29	i
Cn1cccc1/C=N/NC(=O)Cc1cccs1	-13	i
CC(/C=N/NC(=O)c1ccc(Cn2cc([N+](=O)[O-])cn2)o1)=C\c1ccccc1	-20	i
O=C(Nc1cc(S(=O)(=O)Nc2ccc(Cl)cc2)ccc1N1CCCCC1)c1ccc(F)cc1Cl	-31	i
CCCn1nnnc1NC(=O)c1cc(Br)ccc1OC	-8	i
CC(=O)C(Cc1ccccc1)NC(=O)CN1CCc2ccccc2C1 (stereo not given)	-35	i
COc1ccc2sc(-c3ccccc3OC)c(C#CC(C)(C)O)c2c1	6	/
SMILES	OX1R antagonist	CHT allo act
CNC(=O)c1ccccc1-c1ccccc1	-2	i
CCOc1ccccc1NC(=O)Nn1cnnc1	-14	i
O=C(Nc1ccc(-c2n[nH]c(=S)o2)cc1)c1ccccc1Br	-5	i
COc1ccc(-n2c(=O)c3ccccc3n(CC(=O)NC3CCCCC3)c2=O)cc1OC	-6	i
COC(=O)[C@@H]1C[C@H]2CC[C@H](O)C[C@H]2N1Cc1ccc(-c2ccccc2)cc1	-9	i
Cc1ccc(CNC(=O)C(C)OC(=O)c2cccs2)cc1 (stereo not given)	-13	i
CN(C)C(=O)OCC1COc2ccccc2O1 (stereo not given)	-6	i
Cc1cc(C)n(-c2nnc(C)n2/N=C/c2ccccc2OCc2ccccc2Cl)n1	-24	i
O=C(NCc1ccncc1)c1ccc(Cl)c(S(=O)(=O)N2CCOCC2)c1	-8	i
COc1ccc([C@@H]2[C@@H]3C(=O)N(C(C)(C)C)C(=O)[C@@H]3[C@]3(Cc4ccc(Cl)cc4)C(=O)N(c4ccc(OC)cc4)C(=O)N23)cc1	-30	i
Cc1csc(NC(=O)C2CCCN(S(=O)(=O)c3cccnc3)C2)n1 (stereo not given)	-8	i
Cc1ccc2nc(/C(C#N)=C\c3cc(O)ccc3[N+](=O)[O-])[nH]c2c1	-17	i
C=CCNc1cc(C)oc(=O)c1C(=O)CCC	-3	i
CC(=O)/C(C#N)=C1\NC(=O)C(Cc2ccccc2Cl)S1 (stereo not given)	-20	i
CCC1CCCCN1CCCNC(=O)c1ccc2c(c1)c(C)c(C)n2CC (stereo not given)	-25	i
CC(O)CSc1nc2c(c(=O)n(C)c(=O)n2C)n1CCCc1ccccc1 (stereo not given)	-17	i
O=C(c1cccc(F)c1)N1CCN(Cc2ccc3c(c2)OCO3)CC1	1	i
